OXTR potentiator = potentiates the human oxytocin receptor response. P30559. CHO-OTR cells, Fluo-8 calcium fluorescence, potentiator mode; 0% = oxytocin EC15, 100% = EC100. activation, % at 3 µM. actives 0.061% (n = 320,000);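 active = activation above that plate's cutoff, the mean activation of tested compounds plus 3 SD, cut at about 6.6% in these data, passing the limit was not always enough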;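 also: 100% uses oxytocin at 75 nM as the full agonist control; some results filed as inactive read as strong as hits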
Target sequence (P30559 whole entry, looked up): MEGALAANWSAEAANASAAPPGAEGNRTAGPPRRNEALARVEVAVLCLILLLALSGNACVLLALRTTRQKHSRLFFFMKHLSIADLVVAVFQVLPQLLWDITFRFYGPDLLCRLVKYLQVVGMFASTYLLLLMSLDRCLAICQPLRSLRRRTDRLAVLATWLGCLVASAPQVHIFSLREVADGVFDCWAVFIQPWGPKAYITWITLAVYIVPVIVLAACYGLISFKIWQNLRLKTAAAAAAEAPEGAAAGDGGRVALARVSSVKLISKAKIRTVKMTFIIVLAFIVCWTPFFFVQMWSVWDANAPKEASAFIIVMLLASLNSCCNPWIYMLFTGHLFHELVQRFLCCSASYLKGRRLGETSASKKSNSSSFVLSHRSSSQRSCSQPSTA
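Measured by – Fluo-8 calcium dye fluorescence · Test system – human OTR in CHO cells · Dosing – one concentration, 3.0 µM compound · Controls – EC15 oxytocin alone as 0%, 75 nM oxytocin as 100% · Evaluation – normalized max/min fluorescence ratio, % activation · Timing – 6 min pre-incubation, 100 s read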
OXTR agonist = agonists of human oxytocin receptor | P30559 | CHO-OTR cells, Fluo-8 calcium fluorescence; normalized: DMSO 0%, oxytocin 100% | activation, % at 3 µM | actives 0.32% (n = 320,000) | AID 2435;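 active = activation above the mean of all tested compounds plus 3 SD, cutoff set per screening run, cut at about 20% in these data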;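 also: peak over basal fluorescence ratio from a 100 s FLIPR kinetic read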
GalR3 antag = antagonists of human GalR3. O60755. HEK293 GalR3-CNG cAMP membrane potential fluorescence; galR3 body fused to GalR1 C-terminus. inhibition, % at 3 µM. AID 651719. actives 0.44% (n = 360,000);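 active = inhibition above the screen-wide average plus 3 SD, cut at about 13% in these data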;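 also: forskolin and galanin both at EC90 stimulate the cells; cAMP rise reported by CNG channel membrane potential dye signal; 0% = forskolin plus galanin with DMSO and 100% = forskolin alone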
Target sequence (O60755 1-299 limits assumed): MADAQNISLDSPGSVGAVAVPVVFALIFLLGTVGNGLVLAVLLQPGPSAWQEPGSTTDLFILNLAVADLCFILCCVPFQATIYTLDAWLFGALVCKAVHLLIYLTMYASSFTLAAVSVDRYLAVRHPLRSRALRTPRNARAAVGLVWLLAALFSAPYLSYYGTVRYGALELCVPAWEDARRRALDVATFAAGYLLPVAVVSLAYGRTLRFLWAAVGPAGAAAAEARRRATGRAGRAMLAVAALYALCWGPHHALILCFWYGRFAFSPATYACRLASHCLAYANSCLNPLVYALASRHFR
V1R ag counter = activates human V1a receptor in oxytocin agonist counter-screen; CHO-V1R cells, Fluo-8 calcium fluorescence, agonist mode; 0% DMSO, 100% 3 nM vasopressin; P37288; actives 0.25% (n = 320,000); activation, % at 3 µM; AID 2797;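 active = activation above the mean activation of all tested compounds plus 3 SD, per screening run, cut at about 20% in these data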;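 also: signal is peak over basal fluorescence ratio across a 100 second FLIPR read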
Target sequence (P37288 whole entry, looked up): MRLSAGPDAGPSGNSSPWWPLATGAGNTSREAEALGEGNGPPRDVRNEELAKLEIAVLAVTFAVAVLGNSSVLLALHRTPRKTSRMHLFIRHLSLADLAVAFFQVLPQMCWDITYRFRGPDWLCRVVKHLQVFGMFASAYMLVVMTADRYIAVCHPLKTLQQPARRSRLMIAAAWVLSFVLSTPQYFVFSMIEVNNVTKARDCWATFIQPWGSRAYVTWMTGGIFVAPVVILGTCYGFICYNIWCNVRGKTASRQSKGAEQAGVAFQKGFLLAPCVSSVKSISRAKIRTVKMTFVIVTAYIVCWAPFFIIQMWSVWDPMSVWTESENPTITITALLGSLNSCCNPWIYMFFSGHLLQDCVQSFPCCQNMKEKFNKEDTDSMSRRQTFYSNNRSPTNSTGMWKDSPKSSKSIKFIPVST
NALP1 yeast inh = inhibitors of NALP1 inflammasome in yeast; S. cerevisiae NALP1/ASC/caspase-1 growth, X-gal OD620, 72 h; inhibition, % at 10 µM; actives 0.61% (n = 280,000); in the data active = inhibition mostly above about 24%, no sharp cut-off; inactive = mostly below about 32%; also: some compounds called inactive have numbers as strong as hits
MEKK2mut PB1 HTS = signal of MEK5 binding to mutant human MEKK2 PB1 domain; bead flow cytometry, Alexa488-MEK5 binding to MEKK2 mutant; percent response, % at 10 µM; actives 0.35% (n = 290,000); AID 1530; in the data active = percent response above about 24%, passing the limit was not always enough; also: inactives centre near 1; some results filed as inactive read as strong as hits
MEKK2wt PB1 HTS = raises or lowers MEK5 binding to wildtype human MEKK2 PB1 domain. Q9Y2U5. bead flow cytometry, Alexa488-MEK5 binding to MEKK2 WT; actives lie on both sides. binding response (% of control), % at 10 µM. actives 1.1% (n = 290,000). AID 1531; in the data active = binding response below about 67% or above about 130%
M18AAP inhibitor = PfM18AAP enzyme inhibition; recombinant PfM18AAP, H-Glu-NHMec fluorogenic cleavage; inhibition, % at 7.35 µM; actives 1.2% (n = 290,000);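 active = inhibition above the campaign mean inhibition over all tested compounds plus 3 SD, cut at about 28% in these data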;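 also: 0% = plate median of test compound wells and 100% = 2 mM ZnCl2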
GPR7 antag = blocks human GPR7 receptor signaling | GPR7-expressing cells, fluorescence antagonist assay | inhibition, % at 4.4 µM | actives 1.1% (n = 290,000); in the data active = inhibition above about 16%, passing the limit was not always enough;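 also: cells stimulated with the agonist NPW; 0% = agonist with vehicle and 100% = vehicle without agonist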
An asterisk follows results filed as active; . = not tested or not shown; [ ] = another dose, or the depositor's remark.

SMILES	OXTR potentiator	OXTR agonist	GalR3 antag	V1R ag counter	NALP1 yeast inh	MEKK2mut PB1 HTS	MEKK2wt PB1 HTS	M18AAP inhibitor	GPR7 antag
CCOC(=O)C1CCN(c2ncnc3c2c(-c2ccccc2)cn3-c2ccc(C)cc2)CC1	5	1.0	-3	0.1	11	-2	102	0	-5
Cn1c(N2CCCCC2)cc(=O)n(C)c1=O	4	0.8	-3	0.2	17	0	102	-2	-18
CC(=O)N/C(=C\c1ccccc1)C(=O)OCc1cccc(S(=O)(=O)N(C)C)c1	.	.	-5	.	18	-3	100	4	26
N/C(=N\OC(=O)c1ccc(Cl)cc1Cl)c1ccc(Cl)cc1	-12	0.6	-1	-0.2	12	0	102	-9	-6
O=C(O)COc1ccc(NC(=O)c2ccco2)cc1	-4	1.2	-3	1.0	-32	9	114	2	-1
NC(=O)C1CCN(C2CC(=O)N(Cc3ccc(N4CCCC4=O)cc3)C2=O)CC1 (stereo unspecified)	-17	-0.3	-1	-0.1	9	-1	100	-219	-4
O=C(CSc1ncn[nH]1)N1N=C2/C(=C/c3ccccc3)CCCC2C1c1ccccc1 (stereo unspecified)	-11	0.2	-7	0.4	18	-4	98	10	-13
O=C1COc2ccc(C(=O)c3ccccc3C(=O)O)cc2N1	0	1.4	4	0.1	34	1	100	4	4
CSc1[nH]c(=O)c(C(=O)O)cc1C#N	-16	0.9	-1	0.6	8	0	105	-3	-5
CCOC(=O)Cn1c(N)c(C(=O)OC)sc1=S	-1	0.9	-7	1.3	10	0	99	-1	-20
CCn1c(=O)c2c(nc(SCC(=O)NCC3CCCO3)n2C)n(C)c1=O (stereo unspecified)	-6	-0.2	1	-0.2	9	5	104	6	-2
Oc1ccccc1/C=N/N1CCCCC1	-2	0.4	-3	0.8	-12	0	101	2	-16
Clc1cccc(CN2CCCCCC2)c1Cl	-1	0.1	-5	1.7	14	4	107	0	-8
CC(C)(O)CC[C@@H](O)[C@](C)(O)C1CC[C@@]2(O)C3=CC(=O)[C@@H]4C[C@@H](O)[C@@H](O)C[C@]4(C)C3CC[C@]12C (stereo partly specified)	2	1.7	-5	0.4	.	.	.	.	.
CC1CCN(C(=O)C2CCN(S(=O)(=O)c3cccc4nsnc34)CC2)CC1	3	0.3	-5	0.5	2	2	98	-7	-17
CN(Cc1cn(Cc2ccccc2)nc1-c1ccc2c(c1)OCO2)Cc1nccn1C	-13	0.8	-4	-0.5	-22	4	105	2	-10
CSc1nc2ccccc2n1CC(=O)N1CCCCC1	-15	0.2	-7	0.7	19	2	103	3	-7
CCc1ccccc1NC(=S)N(Cc1cccs1)C1CCCC1	-6	0.9	5	-0.5	3	-9	93	-4	2
COc1ccccc1N(CC(O)Cn1c2ccccc2c2ccccc21)S(=O)(=O)c1ccccc1 (stereo unspecified)	-13	-0.8	-3	0.8	20	-1	102	2	6
Cc1ccc(CNC(=O)CSc2nc3ccccc3c3nc(C)nn23)cc1	.	.	.	.	4	-3	98	6	-15
Cc1cc(C)n(-c2nc(NCC3CCCO3)c3c4c(sc3n2)COC(C)(C)C4)n1 (stereo unspecified)	-2	-2.0	-4	-2.1	12	-1	99	-6	-7
CC1CCC(NS(=O)(=O)c2ccc(Cl)nc2)CC1 (stereo unspecified)	-16	-1.2	-5	-0.9	.	.	.	.	.
COC(=O)c1cc(C(=O)c2cccc(Cl)c2Cl)cn1C	-2	-1.2	-5	-0.6	4	-1	101	4	-6
COCC1CCN(C(=O)c2oc3c(F)cccc3c2C)C1 (stereo unspecified)	-4	-1.6	-11	-1.8	.	12	108	-6	0
CCN(C(=O)COc1cc(OC)ccc1C(C)=O)C1CCS(=O)(=O)C1 (stereo unspecified)	-1	-0.7	-6	-0.6	.	.	.	.	.
Cc1cc(/C=N/Nc2ccc([N+](=O)[O-])cn2)c(C)n1-c1ccccc1	-17	-1.1	-6	0.1	4	6	110	51*	4
CCOc1ccc(C(=S)NC2CCCCC2)cc1OCC	-11	-2.3	-8	-0.2	.	1	96	37*	-6
Cc1ccc(/C([O-])=C(/C(=S)NCCN2CCOCC2)[n+]2ccccc2)cc1[N+](=O)[O-]	-4	-0.6	6	-0.1	-15	-1	97	12	-1
CC(C)OCCCNC(=O)C1CCC(CNS(=O)(=O)c2ccc(Cl)cc2)CC1 (stereo unspecified)	-5	0.5	-1	2.4	31	-4	84	-4	-7
Cc1ccc(S(=O)(=O)Nc2ccccc2C(=O)Nc2nc(-c3ccc(F)cc3)cs2)cc1	-15	12	90*	10	30	-5	89	0	18
COc1cc(C(=O)N2CCCCC2)ccc1OCC(=O)Nc1ccc(F)cc1	-6	4.3	2	2.4	.	.	.	.	.
O=C(CSc1nccn1-c1ccc(Cl)cc1)Nc1ccc2c(c1)OCO2	-15	0.7	-1	1.1	-3	5	105	8	28
CCC(=O)Nc1ccc(C(=O)Nc2c[nH]c(=O)[nH]c2=O)cc1	-6	0.6	2	2.0	4	1	98	-5	-8
CN(C)CCNC(=S)Nc1ccccc1Cl	-1	1.7	4	1.2	11	1	108	2	-8
O=C(NCc1cccnc1)c1cccc(S(=O)(=O)N2CCOCC2)c1	-3	0.2	-3	-0.1	2	-4	91	3	-15
CCC(=O)N1CCc2cc(Br)cc(S(=O)(=O)NCCN3CCCCC3C)c21 (stereo unspecified)	-10	-0.6	-4	0.0	10	4	105	5	-10
O=C(C1=C(O)C(=O)N(CCN2CCOCC2)C1c1cccnc1)c1cc2ccccc2o1 (stereo unspecified)	0	0.0	-5	0.7	15	-14	86	-7	-1
Cc1ccc2nc(C(F)OC(F)(F)F)[nH]c2c1 (stereo unspecified)	4	-2.1	-3	-0.6	8	-6	88	-1	2
CC(C)c1ccc2[nH]c(O)c(N=NC(=O)c3cccc(S(=O)(=O)Nc4ccc(Cl)cc4)c3)c2c1	-3	0.4	2	0.5	13	0	98	3	4
O=C(CN1CCC(c2nc3ccccc3s2)CC1)NCc1cccs1	-12	12	78*	9.7	19	7	102	-35	48*
Cc1ccc(/C=N/NC(=O)C(C)NC(=O)c2ccccc2)cc1 (stereo unspecified)	-4	-0.8	-5	-0.1	-3	-9	89	-6	5
O=C(O)c1cc(N2C(=O)CCC2=O)ccc1Cl	-10	0.8	-7	0.5	-4	8	103	-2	-17
CCOc1ccc(OCCCCOc2ccccc2C(C)=O)cc1	-9	-2.0	-1	1.3	22	3	111	3	13
O=C(CCCCn1c(=O)[nH]c2ccccc2c1=O)N1CCN(c2ncccn2)CC1	-1	0.2	7	1.1	25	-4	98	1	-5
COc1ccc(CN2C(=O)[C@@H]3Cc4c([nH]c5ccccc45)C(C)(C)N3C2=O)cc1	-12	3.5	-12	1.9	.	3	99	.	.
O=C(Nc1ccccc1Cl)c1ccc(Cl)cc1Cl	0	-2.3	-1	-0.9	-16	5	102	1	-20
O=C(CSc1nnnn1C1CCCC1)NCc1ccccc1	-8	-1.3	7	-0.6	18	0	106	0	4
Cc1nn(-c2ccccc2)c(C)c1/C=N/n1c(-c2ccc(C(C)(C)C)cc2)n[nH]c1=S	-16	-1.7	3	0.0	-22	-4	92	1	-18
CCOCCCNCc1ccc(OCc2ccc(F)cc2)c(OC)c1	-5	1.4	-7	0.8	10	-2	100	-16	-7
CCOC(=O)N1CCN(C(=O)CN(c2ccc(Cl)c(C(F)(F)F)c2)S(C)(=O)=O)CC1	-9	1.3	-2	0.7	-22	2	109	-2	-5
O=C(NCCn1cc(SCc2ccc(F)cc2)c2ccccc21)c1ccccc1F	-5	-1.0	.	-0.2	26	3	104	4	-10
CCOc1ccc(/C=N/Nc2cc(N3CCOCC3)nc(C)n2)c(O)c1	-6	-0.2	-6	0.2	-10	6	106	4	-19
Fc1ccc(-c2cn(-c3ccccc3)c3[n+]2CCS3)cc1	6	-0.1	2	-0.5	19	6	107	-8	-13
COCCCNC(=O)CC(NS(=O)(=O)c1ccc(C)cc1)c1ccco1 (stereo unspecified)	-1	0.5	-3	1.2	11	-2	98	-9	-4
CCS(=O)(=O)c1ncc(Cl)c(C(=O)Nc2ccc(S(=O)(=O)N(C)c3ccccc3)cc2)n1	-6	-1.3	-10	3.8	16	-2	96	-47	61*
Cc1ccc(C)c(OC(=O)c2ccncc2)c1	2	-1.6	6	-0.9	-12	6	106	0	-10
CCCc1nn(C)c(C(=O)Nc2cccc3ccccc23)c1Cl	-12	-1.9	2	-0.1	40	1	107	-5	-11
Cc1ccc(OCc2nc(C#N)c(NCCCn3ccnc3)o2)cc1	-19	-0.8	-2	-0.3	-2	9	110	-9	5
C/C(NCc1ccccc1)=C(\C#N)C(=O)NCc1ccccc1	-14	-2.5	-1	-0.4	7	-2	97	-5	-1
CCCC(=O)c1c(NCCO)cc(C)oc1=O	-4	0.4	-2	-0.2	-13	-12	89	-21	-12
The list continues.
SMILES	OXTR potentiator	OXTR agonist	GalR3 antag	V1R ag counter	NALP1 yeast inh	MEKK2mut PB1 HTS	MEKK2wt PB1 HTS	M18AAP inhibitor	GPR7 antag
CCOC(=O)C1=C(c2ccccc2)NC(=O)NC1c1ccc(OC)c(OC)c1 (stereo unspecified)	-1	0.9	-1	0.0	-10	1	106	4	0
O=C(CSCc1ccc(Cl)cc1Cl)Nc1c[nH]c(=O)[nH]c1=O	-6	-0.3	-2	0.2	28	14	119	2	-7
Cc1cc(C)c(NC(=O)Cn2ncc3ccccc32)c(C)c1	.	.	-9	.	5	3	95	-12	6
Cc1onc(-c2c(F)cccc2Cl)c1C(=O)Nc1cccc(S(=O)(=O)NCc2ccco2)c1	-8	-1.1	1	0.5	-8	-5	93	-3	-7
Cc1cc(-c2csc(NCc3ccccc3)n2)c(C)n1C	.	.	.	.	6	1	-10*	5	-20
O=C1NCCN1Cc1ccccc1F	-3	0.4	-6	0.2	13	-1	110	-2	-10
Cn1cccc1C(=O)NC(=O)COC(=O)c1cc(S(=O)(=O)N2CCCCC2)ccc1Cl	-4	-1.1	-4	-0.2	8	-3	91	4	-2
CC(CC(=O)N1CCN(c2ccccc2)CC1)c1ccccc1 (stereo unspecified)	-7	-1.2	-4	-0.2	30	-7	90	2	6
O=C(O)C/C(=C\c1cc(Cl)c2c(c1)OCO2)c1nc2ccccc2s1	-11	-0.2	-8	-0.1	-18	-2	98	6	2
Cc1ccccc1C(=O)Nc1cccc(NC(=O)c2ccc(F)cc2)c1	-14	0.6	-7	5.5	8	4	104	-5	-14
COC(=O)c1ccc2c(c1)C(C)(C)C(/C=C/c1ccc(O)cc1)=[N+]2C	-10	18	-1	16	52*	-8	51*[inhibitor]	-2	10

Rewritten with values under each structure: part of the list above.
The line under a structure holds: OXTR potentiator, OXTR agonist, GalR3 antag, V1R ag counter, NALP1 yeast inh, MEKK2mut PB1 HTS, MEKK2wt PB1 HTS, M18AAP inhibitor, GPR7 antag
Cc1ccc(CNC(=O)CSc2nc3ccccc3c3nc(C)nn23)cc1
→ ., ., ., ., 4, -3, 98, 6, -15
Cc1cc(C)n(-c2nc(NCC3CCCO3)c3c4c(sc3n2)COC(C)(C)C4)n1 (stereo unspecified)
→ -2, -2.0, -4, -2.1, 12, -1, 99, -6, -7
CC1CCC(NS(=O)(=O)c2ccc(Cl)nc2)CC1 (stereo unspecified)
→ -16, -1.2, -5, -0.9, ., ., ., ., .
COC(=O)c1cc(C(=O)c2cccc(Cl)c2Cl)cn1C
→ -2, -1.2, -5, -0.6, 4, -1, 101, 4, -6
COCC1CCN(C(=O)c2oc3c(F)cccc3c2C)C1 (stereo unspecified)
→ -4, -1.6, -11, -1.8, ., 12, 108, -6, 0
